# Screens: PubChem BioAssay, several laboratories
# SMARCA2 act – increases SMARCA2 function in MMTV reporter cells | MG213 cells, MMTV-luciferase reporter, dexamethasone, overnight | 370,000 compounds, 1% hits | activation, % at 9.1 µM | AID 652017; in the data active = activation above about 7.8%;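 also: 0% = vehicle wells and 100% = reference activator wells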
# DAX1 inh-1 – blocks DAX1 repression of SF-1 activated StAR promoter; HEK293T StAR-luciferase reporter, SF-1/DAX-1 repression relief; AID 652010; 370,000 compounds, 1.1% hits; inhibition, % at 6.8 µM;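 active = inhibition above the mean over all tested compounds plus 3 SD, cut at about 3.6% in these data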;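 also: 0% = DAX-1 cells with DMSO and 100% = cells lacking DAX-1 with DMSO; higher inhibition means more luminescence from relief of DAX-1 repression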
# GC-B act – GC-B (human) receptor activation; P20594; HEK293-GC-B cells, CNP EC30, cGMP TR-FRET; 0% at EC30 CNP, 100% saturating CNP; activation, % at 10 µM; 370,000 compounds, 0.11% hits;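 active = activation at 10 µM reaching about 35% in either raw or pattern-adjusted values, limit read from the data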
# hgDAF12 agonist – hgDAF-12 agonism, primary luciferase screen; HEK293 GAL4-hgDAF12 UAS-luciferase reporter, agonist luminescence; normalized to butyrate control; activation, % at 6.8 µM; 370,000 compounds, 1.8% hits; AID 687014;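 active = activation above a cutoff set at the mean of all screened compounds plus 3 SD, cut at about 10% in these data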;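 also: 0% = DMSO wells and 100% = sodium butyrate wells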
# GAA850 FXN act – frataxin GAA850 promoter activation; AID 540364; HEK293 lucGAA850 FXN promoter luciferase reporter, 24 h; percent of 10 µM SAHA response; 360,000 compounds, 0.56% hits; activation, % at 6 µM;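 active = activation above the average of all compounds screened plus 3 SD, cutoff fixed separately per campaign, cut at about 7.5% in these data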;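 also: 0% = DMSO wells and 100% = 10 µM SAHA wells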
# hcDAF12 agonist – H. contortus DAF-12 activation, primary screen | HEK293 hcDAF-12 lit1-tk-luc reporter, luminescence; 0% DMSO, 100% Δ7-dafachronic acid | activation, % at 6.8 µM | 370,000 compounds, 1.4% hits;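 active = activation above the mean of all tested compounds plus 3 SD, cut at about 5.5% in these data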;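 also: 100% = response to 3 µM Δ7-dafachronic acid high control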
# sPLA2-III inh – Blocks human group III sPLA2 activity | AID 743126 | inhibition, % at 12.2 µM | QFRET BODIPY PC-A2 liposome hydrolysis, fluorescence | 370,000 compounds, 0.56% hits;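 active = inhibition above mean plus 3 SD of compounds lying within the high and low control bounds, cut at about 19% in these data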;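 also: 0% = median of test compound wells and 100% = no enzyme DMSO wells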
# ssDAF-12 act – S. stercoralis DAF-12 activation, primary screen; AID 652126; HEK293 ssDAF-12/GRIP1 lit1-tk-luc reporter, luminescence; % of 3 µM dafachronic acid response; activation, % at 6.8 µM; 370,000 compounds, 1% hits;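 active = activation above the mean over all tested compounds plus 3 SD, cut at about 0.9% in these data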;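 also: 0% = DMSO-only wells and 100% = 3 µM delta7-dafachronic acid wells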
# DAX1 inh-2 – inhibits human nuclear receptor DAX1; HEK293 Gal4-DAX1 luciferase reporter, luminescence; inhibition, % at 6.75 µM; AID 504766; 340,000 compounds, 0.99% hits;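 active = inhibition above the mean over all tested compounds plus 3 SD, cut at about 4.2% in these data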;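 also: 0% = DAX1-transfected cells with DMSO and 100% = empty-vector control cells with DMSO; inhibition shows as a rise in luminescence from relieved DAX1 repression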
# ADAM10 inh – inhibitors of human ADAM10 | O14672 | recombinant ADAM10, EDANS/DABCYL FRET peptide cleavage, 3 h | inhibition, % at 7 µM | 370,000 compounds, 0.62% hits | AID 720582;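 active = inhibition above a per-campaign cutoff equal to the mean of compounds falling between control-based bounds plus 3 SD, cut at about 20% in these data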;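 also: 0% = DMSO wells while the 100% control is not disclosed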
# GC-A act – GC-A (human) enzyme activation. activation, % at 10 µM. P16066. HEK293 GC-A cells, cGMP TR-FRET, EC30 ANP; 0% at EC30 ANP, 100% saturating ANP. 370,000 compounds, 0.14% hits; in the data active = activation above about 40%
# Target sequence (P16066 whole entry, looked up): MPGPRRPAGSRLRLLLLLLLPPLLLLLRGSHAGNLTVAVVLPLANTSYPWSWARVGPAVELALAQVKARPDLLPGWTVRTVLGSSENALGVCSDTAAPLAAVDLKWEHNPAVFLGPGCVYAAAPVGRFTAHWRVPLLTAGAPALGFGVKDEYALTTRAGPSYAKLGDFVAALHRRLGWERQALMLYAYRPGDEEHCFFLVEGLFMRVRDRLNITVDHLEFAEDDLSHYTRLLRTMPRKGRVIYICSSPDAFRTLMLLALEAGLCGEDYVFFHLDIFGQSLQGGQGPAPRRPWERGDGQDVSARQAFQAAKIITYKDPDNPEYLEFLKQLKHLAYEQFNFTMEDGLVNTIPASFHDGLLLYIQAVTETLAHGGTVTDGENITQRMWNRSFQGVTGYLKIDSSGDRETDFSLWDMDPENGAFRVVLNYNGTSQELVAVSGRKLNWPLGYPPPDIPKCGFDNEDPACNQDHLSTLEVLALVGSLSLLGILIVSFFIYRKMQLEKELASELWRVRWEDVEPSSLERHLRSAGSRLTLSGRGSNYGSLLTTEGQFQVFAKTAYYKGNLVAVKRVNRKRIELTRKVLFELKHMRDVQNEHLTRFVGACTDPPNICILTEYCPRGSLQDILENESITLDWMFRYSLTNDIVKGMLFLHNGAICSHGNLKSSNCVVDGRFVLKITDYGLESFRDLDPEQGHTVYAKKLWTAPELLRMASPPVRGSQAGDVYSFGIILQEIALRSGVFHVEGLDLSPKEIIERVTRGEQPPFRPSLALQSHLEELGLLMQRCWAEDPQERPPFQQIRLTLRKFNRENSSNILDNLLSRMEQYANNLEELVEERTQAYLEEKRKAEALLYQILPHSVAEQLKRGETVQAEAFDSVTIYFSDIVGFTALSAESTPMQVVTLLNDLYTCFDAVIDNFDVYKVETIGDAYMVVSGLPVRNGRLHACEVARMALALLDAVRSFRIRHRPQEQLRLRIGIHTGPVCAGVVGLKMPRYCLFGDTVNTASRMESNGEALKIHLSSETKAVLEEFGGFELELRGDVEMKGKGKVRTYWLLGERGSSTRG
# The depositor's hits bear a star; i = inactive; · = not tested or not shown.
SMILES,SMARCA2 act,DAX1 inh-1,GC-B act,hgDAF12 agonist,GAA850 FXN act,hcDAF12 agonist,sPLA2-III inh,ssDAF-12 act,DAX1 inh-2,ADAM10 inh,GC-A act
COC(=O)c1ccc(NC(=S)NCCCN2CCCC2=O)cc1,-5,0.0,1,-2.8,0.7,-1.1,14,-0.9,0.0,-4,-2
COc1cccc(-n2nnc3c(=O)n(CC(=O)Nc4ccc(C)cc4)cnc32)c1,-5,-0.4,6,-0.8,2.7,-0.1,18,-0.7,0.1,-10,0
O=C(CCC(=O)OCC(F)(F)C(F)F)Nc1ccc(F)cc1F,-2,0.1,7,-1.0,1.8,-1.8,-3,-1.4,0.4,-3,0
CCc1ccc(NC(=O)NNC(=O)CCc2ccccc2)cc1,2,-0.7,0,0.9,2.3,-1.1,-9,-0.1,1.0,3,-4
COc1ccccc1/C=C1\SC(=O)N(CC(=O)NCCCn2ccnc2)C1=O,3,1.0,-2,2.3,-0.6,-1.6,-11,-0.8,-0.3,2,0
O=C(NC(=S)Nc1cccnc1Cl)c1ccc(F)cc1,3,0.8,1,9.2,1.0,4.5,11,0.3,5.4*,1,5
O=C(NNC1=C(C(=O)C(F)(F)F)CCC1)c1cccnc1,-2,2.6,0,3.4,2.8,0.1,2,-0.1,2.9,-3,0
COc1ccc(C(=O)C2CCCN(C(=O)CCc3ccccn3)C2)c(C)c1 (centres undefined),0,-0.7,-8,-3.1,-0.1,-0.8,0,-1.5,-0.2,-4,-1
Cc1ccc(S(=O)(=O)CCC(=O)Nc2ccc(Br)cc2)cc1,-2,-0.3,2,1.3,1.1,-1.6,-6,-2.0,-0.3,-10,-3
CN(C)CCCNc1oc(-c2ccccc2Cl)nc1S(=O)(=O)c1ccccc1,-3,0.6,-6,-0.6,0.1,-1.5,0,-1.4,0.1,-20,0
O=C(Nc1ncccn1)c1ccc(Cl)c([N+](=O)[O-])c1,1,0.6,6,-1.4,0.4,-1.8,4,-0.8,1.2,-6,-3
Cc1cc(N)ncc1[N+](=O)[O-],-2,-0.6,8,-1.5,0.4,-0.7,11,-1.0,4.2*,-8,7
O=C(COC(=O)c1ccc(F)cc1Cl)Nc1cccc(S(=O)(=O)N2CCOCC2)c1,-4,-0.1,-4,0.0,0.6,-0.8,-28,-1.0,-0.9,9,3
COc1ccc(C(=O)/C=C/c2cccc(OCc3ccccc3)c2)cc1CSCC(=O)O,0,-2.3,-3,0.9,1.4,-2.3,-35,-0.3,0.4,7,-3
Cc1c(CC(=O)NCCCO)c(=O)oc2cc3c(cc12)CCC(C)(C)O3,0,-0.1,-9,0.0,1.9,-0.2,-1,-1.1,0.1,i,0
CCc1ccc(N/C(=N/c2nc(C)cc(C)n2)NC(C)=O)cc1,1,-0.3,-9,2.3,-1.3,-0.8,0,-1.1,0.6,1,-2
O=C(CCc1ccc(S(=O)(=O)N2CCOCC2)cc1)N1CCCC1,1,0.7,9,-1.8,1.2,0.1,1,-1.2,0.4,2,-1
CCCCn1c(N)c(N(C)C(=O)CCCn2c(=O)oc3ccccc32)c(=O)[nH]c1=O,-3,-0.2,3,3.5,0.6,-0.3,2,0.3,-0.8,-11,3
CCOCCCNC(=S)NCCCNc1nc2c(C)c(C)ccc2cc1C#N,-1,0.2,-2,-1.6,-1.1,0.1,-37,-1.2,1.7,-187,0
CCN(CC)NC(=S)Nc1ccccc1,6,-0.8,1,0.5,0.2,-0.5,5,-2.0,1.0,-4,0
Cc1cc(-n2cnc(-c3cn(C)nc3C)n2)no1,8.0*,0.8,-1,3.8,2.7,1.3,2,-1.7,-1.5,11,-5
Cc1cccc(C(=O)NCC(=O)N2CCN(S(=O)(=O)c3ccc4c(c3)OCCO4)CC2)c1,1,0.4,-1,-2.5,0.5,-0.5,-19,-1.5,-0.6,-4,0
c1cc(Nc2cccc3nccnc23)c2nccnc2c1,-5,-1.6,-3,-1.8,2.7,-1.6,15,-1.0,0.4,-2,-2
CCc1nc2ccccc2c(C(=O)Oc2cccc3cccnc23)c1C,4,-0.2,0,2.2,4.1,-0.5,-1,-0.6,0.3,0,8
C/C=C(\CS(=O)(=O)c1ccccc1)S(=O)(=O)c1ccccc1,0,-0.9,-1,0.1,-1.2,0.5,6,-1.0,1.3,1,2
CC1=Nc2cc(C(=O)N3CCCCC3)ccc2Sc2ccc(C)cc21,-3,-0.4,-1,2.6,1.2,-0.2,-5,0.0,0.3,5,8
CCNc1nc(SCCOc2ccc(C)cc2)nc(N(C)C)n1,1,0.2,3,-0.1,0.2,0.3,2,-0.5,-1.8,-3,3
CCOC(=O)N1CCN(S(=O)(=O)c2ccc(C)c([N+](=O)[O-])c2)CC1,-1,-0.4,0,-0.8,1.0,-1.8,0,-1.5,0.8,-3,0
COc1ccc(-n2c(SCC(=O)Nc3ccc(S(=O)(=O)Nc4nccs4)cc3)nnc2-c2ccco2)cc1,-5,0.1,9,-3.8,·,-1.6,-37,-1.0,·,7,-1
NS(=O)(=O)c1ccc(CCNC(=O)c2cccc(S(=O)(=O)N3CCc4ccccc43)c2)cc1,-5,-0.3,-5,-1.5,0.6,-1.7,-17,-0.6,0.3,11,-5

# Fetched by structure from above, 5 records:
SMILES,SMARCA2 act,DAX1 inh-1,GC-B act,hgDAF12 agonist,GAA850 FXN act,hcDAF12 agonist,sPLA2-III inh,ssDAF-12 act,DAX1 inh-2,ADAM10 inh,GC-A act
O=C(NC(=S)Nc1cccnc1Cl)c1ccc(F)cc1,3,0.8,1,9.2,1.0,4.5,11,0.3,5.4*,1,5
CCOCCCNC(=S)NCCCNc1nc2c(C)c(C)ccc2cc1C#N,-1,0.2,-2,-1.6,-1.1,0.1,-37,-1.2,1.7,-187,0
NS(=O)(=O)c1ccc(CCNC(=O)c2cccc(S(=O)(=O)N3CCc4ccccc43)c2)cc1,-5,-0.3,-5,-1.5,0.6,-1.7,-17,-0.6,0.3,11,-5
CC1=Nc2cc(C(=O)N3CCCCC3)ccc2Sc2ccc(C)cc21,-3,-0.4,-1,2.6,1.2,-0.2,-5,0.0,0.3,5,8
Cc1ccc(S(=O)(=O)CCC(=O)Nc2ccc(Br)cc2)cc1,-2,-0.3,2,1.3,1.1,-1.6,-6,-2.0,-0.3,-10,-3

# Additional results follow:
SMILES,SMARCA2 act,DAX1 inh-1,GC-B act,hgDAF12 agonist,GAA850 FXN act,hcDAF12 agonist,sPLA2-III inh,ssDAF-12 act,DAX1 inh-2,ADAM10 inh,GC-A act
CC1(C)Cc2c(c(-c3ccccc3)[nH]c(=O)c2C#N)CS1,-2,0.4,4,-1.3,0.7,0.0,-2,-0.7,1.0,-1,0
O=C(Cc1ccc([N+](=O)[O-])cc1)Nc1ccc2c(c1)OCO2,-3,-0.2,-1,0.4,-0.8,-0.4,9,-1.4,0.0,-2,1
Cc1csc(NC(=O)c2ccco2)c1C(=O)c1ccccc1,1,1.0,-6,-1.0,1.2,-0.5,-5,-1.1,1.0,1,2
Cc1cc(N(C)C)c(C#N)c(=O)[nH]1,-6,0.1,1,-1.2,3.0,-0.4,13,-1.2,2.4,-16,2
Cc1ccc(N(CC(=O)NCc2ccccc2)C(=O)c2csnn2)c(C)c1,0,0.1,-2,0.9,0.9,-1.0,4,-1.1,-0.1,2,-3
O=C(c1cc2c(s1)-c1ccccc1S(=O)(=O)C2)N1CCCC1,-2,0.2,-2,1.4,0.7,-1.4,-12,-2.0,-0.9,-12,-3
CCOc1ccc(/C=C/C(=O)C(C(N)=O)=C2SCCS2)cc1,5,-0.8,4,3.3,2.6,-1.4,6,-1.8,0.1,-15,1
Cc1nc(C)c(-c2ccc(SCc3cccc(F)c3)nn2)s1,-1,0.5,1,1.5,1.5,-2.0,1,-1.0,-1.7,-2,3
COc1ccc(Cl)cc1N1CC(C(=O)Nc2nccs2)CC1=O (centres undefined),-2,0.3,2,-0.2,-1.6,-1.0,5,-1.1,2.6,8,-2
c1ccc(-c2nc3nonc3nc2-c2ccccc2)cc1,-4,-2.4,-3,-4.0,-0.6,-2.0,3,-1.5,-3.3,1,2
Cc1ccc(NC(=O)CSc2ccc(-c3cccnc3)nn2)cc1,-1,-3.5,-4,-0.2,0.9,-1.9,-1,-0.6,0.5,-6,-1
O=C(COc1ccc(-c2ccccc2)cc1)Nc1cccnc1,-1,-5.1,2,0.9,-0.9,-3.4,-8,-1.7,-2.0,-1,10
O=C(CSc1nnc(Nc2ccccc2)s1)Nc1cccnc1Cl,-4,0.1,2,1.3,-1.1,-4.1,-30,-1.6,-1.5,12,0
O=C(C1CCCN(S(=O)(=O)c2cccc3cccnc23)C1)N1CCN(c2ccc(F)cc2)CC1 (centres undefined),-2,-0.7,-2,-2.6,1.6,-2.5,-1,-1.8,-1.1,-11,-3
C[C@H](NC(N)=O)C(=O)Nc1ccc2c(c1)OCO2,0,0.4,-4,1.5,1.5,-0.5,2,-1.2,0.3,-7,4
CCC(CO)[n+]1c(C)cc(/C=C2\Sc3ccccc3N2Cc2ccccc2)cc1C (centres undefined),-12,-4.0,-2,-11,3.4,-7.3,-8,-3.1,-5.2,-2,4
Cc1ccc(C)c(C(=O)OCC(=O)Nc2cccc(S(=O)(=O)NC3=NCCCCC3)c2)c1,-4,-0.1,-2,0.6,-1.8,-2.2,-25,-1.9,-0.5,2,4
CCCc1nnc(SCc2ccc(OC)cc2)n1N,-1,0.7,2,1.2,0.2,-0.3,5,-1.4,1.7,-14,0
O=C(Nc1ccc(C(=O)N2CCOCC2)cc1)c1cccs1,-4,0.3,4,-2.0,-0.7,1.4,1,-0.5,2.9,-5,-1
COc1cc(NC(=O)CCc2nnc3ccc(N4CCC(C)CC4)nn23)cc(OC)c1,-1,-1.6,-15,-2.2,0.7,-0.9,-21,-1.8,-0.1,-2,-11
CCOC(=O)C1CCN(C(c2cc3cc(C)cc(C)c3[nH]c2=O)c2nnnn2C2CCCCC2)CC1 (centres undefined),-4,-0.7,-2,-0.5,-1.5,0.4,1,-0.9,-0.3,-48,1
O=S1(=O)c2ccc(N3CC[C@@H](O)C3)cc2O[C@@H]2CCN1C2,-3,-1.4,4,-0.4,·,-2.0,7,-1.1,·,-12,3
CS(=O)(=O)NCCOc1ccc(S(=O)(=O)NCCOc2ccccc2)cc1,-3,-0.4,4,-0.7,0.7,-1.0,-11,-1.7,-0.9,6,4
CCOc1ccc(NC(=S)Nc2ccccc2C2(C)CC2)cc1,-1,-0.4,2,-0.1,1.1,0.6,9,-1.9,0.5,1,-2
O=C(N/N=C/c1cn(-c2ccccc2)nc1-c1cccnc1)c1cccnc1,1,-1.6,-7,-1.0,-0.6,-2.4,-4,-1.6,0.3,-8,4
CCOC(=O)c1c(NC(=S)N2CCN(C)CC2)sc2c1CCN(C(=O)OCC)C2,-5,-0.7,6,0.1,-1.7,-4.0,-7,-1.8,-2.0,-7,6
O=C(O)/C=C/C(=O)Nc1ccc(OC(F)F)cc1,-2,-0.5,2,0.0,-3.1,-0.3,2,-1.6,-2.3,-7,-2
COC(=O)Cn1cnc(=O)c(C#N)c1/C=C/N(C)C,-1,0.7,-1,1.4,4.5,-0.9,-2,-1.2,-0.2,-4,-1
